Scp1 inh: inhibitors of human Scp-1 phosphatase | Q9GZU7 | Recombinant Scp1, phosphopeptide, malachite green phosphate absorbance | inhibition, % at 20 µM | actives 0.88% (n = 340,000) | AID 493091;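 active = inhibition above about 50% at 20 µM, limit read from the data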;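 also: plate controls were DMSO wells with enzyme for no effect and wells lacking enzyme for full effect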
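Incubation: 45 min enzyme reaction at room temperature / System: truncated SCP-1 phosphatase (76-261aa) / Reagent: Phospho 17-mer peptide substrate / Buffer or medium: Acidic Tris acetate buffer with magnesium and detergent / Signal: absorbance at 630 nm / Doses: one concentration, 20 µM, with 1.0% DMSO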
Rpn11 inh: Rpn11 (human) deubiquitinase inhibition. calls only at 20 µM. human 26S proteasome, Ub4-pepOG fluorescence polarization; 20S core pre-blocked with epoxomicin. AID 588493. actives 0.59% (n = 360,000);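 active = inhibition at 20 µM, scaled to each plate's controls, above about 33%, limit read from the data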
NadD block: blocks S. aureus nicotinate mononucleotide adenylyltransferase; purified NadD enzyme, colorimetric absorbance read-out; inhibition, % at 20 µM; actives 0.78% (n = 360,000); AID 602399; in the data active = inhibition above about 26%; also: some compounds past the cut are filed as inactive
STEP inh: blocks human striatal-enriched tyrosine phosphatase | P54829 | inhibition, % at 20 µM | AID 588621 | actives 0.25% (n = 360,000) | recombinant STEP, OMFP fluorogenic substrate, fluorescence;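 active = inhibition at 20 µM, scaled per plate between control wells, above about 37%, limit read from the data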;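 also: 0% = DMSO with enzyme and substrate and 100% = substrate only without enzyme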
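System: isolated STEP enzyme; schedule: 20 min enzyme reaction at room temperature, protected from light; medium: Bis-Tris buffer pH 6.0, 2.5 mM DTT, 0.005% Tween 20; signal: fluorescence, 480/540 nm; dosing: single compound dose of 20 µM, 1% DMSO final; also added: OMFP substrate, 25 µM final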
Rin1 Abl inh: inhibitors of human Rin1-Abl protein interaction | TR-FRET Rin1/Abl binding, biochemical | inhibition, % at 7.35 µM | actives 0.4% (n = 360,000) | P00519+Q13671; in the data active = inhibition above about 5%, passing the limit was not always enough
SUMO1-SIM PPI: alters human SUMO1 binding to SIM partners. P63165. SUMO1 binding to a labelled peptide, TR-FRET, 1 h. inhibition, % at 20 µM. actives 0.33% (n = 360,000). AID 602429; in the data active = inhibition above about 37%
Neddyl block: inhibitors of human cullin neddylation; P61081+Q13564; TR-FRET cullin neddylation, biochemical; calls only at 25 µM; actives 0.58% (n = 360,000); in the data active = inhibition above about 36%
DNMT1 block: inhibitors of human DNMT1; actives 0.83% (n = 360,000); AID 588458; inhibition (reported as % activation of signal), % at 10 µM; P26358; DNMT1 molecular beacon, Hinp1I cleavage, fluorescence; in the data active = inhibition above about 50%
LMPTP inh: LMPTP (human) inhibition. P24666. recombinant LMPTP-A, OMFP fluorogenic substrate, fluorescence intensity. inhibition, % at 20 µM. actives 0.22% (n = 360,000);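 active = compounds that cut the enzyme signal by at least half of the control window in the single-dose screen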;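 also: plate controls were DMSO wells with enzyme plus substrate for no effect and substrate without enzyme for full effect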
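material = LMPTP-A | quantity = 0.625 nM enzyme | reagent = OMFP substrate, 400 µM final | buffer or medium = Bis-Tris pH 6.0, DTT, detergent | detection = endpoint fluorescence intensity from OMFP dephosphorylation | dosing = single 20 µM dose | read-out basis = % inhibition relative to no-enzyme and uninhibited control wells | control set = no-enzyme and uninhibited controls | timing = 50 min at room temperature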
CSN inh: CSN deneddylation inhibition; Purified CSN, SCF-Nedd8-OG deneddylation, fluorescence polarization; inhibition, % at 12.5 µM; actives 0.38% (n = 360,000);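 active = pattern-corrected inhibition above about 35%, with an unprinted fluorescence ratio check between 0.5 and 1.5, limit read from the data, passing the limit was not always enough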;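 also: 0% = enzyme with substrate and 100% = substrate without enzyme; some results filed as inactive read as strong as hits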
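Test system: purified human Csn5 enzyme expressed in HEK293T cells. Amount: 0.24 nM enzyme. Reagent: SCFSkp2-Nedd8OG substrate at 10 nM final. Schedule: 90 min incubation of compound, enzyme and substrate at room temperature. Detection: fluorescence polarization. Read-out: % inhibition of substrate cleavage by Csn5.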
* marks the source's active call; other numbers are inactive results; i = inactive; . = no result given; + = active, no number.

SMILES | Scp1 inh | Rpn11 inh | NadD block | STEP inh | Rin1 Abl inh | SUMO1-SIM PPI | Neddyl block | DNMT1 block | LMPTP inh | CSN inh
CC1(c2ccc(OC(F)F)cc2)NC(=O)N(CC(=O)Nc2ccc(OC(F)F)cc2)C1=O (stereo not drawn) | -5.9 | i | -1.2 | -1.3 | 1.6 | 6.9 | i | -3.1 | 2.8 | 2.9
COC(=O)[C@@H](Cc1ccccc1)NC(=O)CC[C@H]1O[C@@H](n2cc(C)c(=O)[nH]c2=O)C[C@@H]1O | -13.8 | i | 1.1 | -2.0 | -4.8 | -2.1 | i | -3.7 | -2.6 | -5.4
O=C(CSc1ccc(-c2ccc(Br)cc2)nn1)N1CCOCC1 | 6.1 | i | -4.8 | 0.0 | 2.9 | 1.7 | i | -1.8 | -1.1 | 3.1
COc1cc2c(cc1O)C(SC)=NC(C)(C)C2 | -1.8 | i | 3.0 | -2.9 | 2.9 | 2.2 | i | 0.6 | 0.8 | -0.5
CSc1ncccc1C(=O)NC1CCN(Cc2ccccc2)CC1 | -5.0 | i | -0.1 | -1.8 | -1.4 | 3.8 | i | 0.5 | -0.7 | -0.5
Cc1cccc(N2CCN(C(=O)c3ccc(NC(=O)CC4SC(N5CCCC5)=NC4=O)cc3)CC2)c1C (stereo not drawn) | -2.8 | i | 6.2 | 4.8 | 1.7 | -2.2 | i | -6.3 | 0.6 | 2.8
O=[N+]([O-])c1cccc(CSC2=NCCN2S(=O)(=O)c2ccccc2)c1 | 4.0 | i | -0.6 | 2.6 | -1.0 | -26.1 | i | -1.9 | 1.5 | -2.9
O=C(CCC(=O)Nc1ccccc1Cl)NNC(=O)COc1ccc([N+](=O)[O-])cc1 | -0.1 | i | -4.8 | -1.0 | 1.0 | -6.9 | i | -0.1 | -0.7 | 3.3
O=C(CNC(=O)c1ccc(Cl)cc1)c1ccccc1 | -10.8 | i | -0.7 | -0.1 | 0.0 | -0.3 | i | -0.2 | -0.4 | 0.1
Cc1ccc2[nH]c3c(=O)n(CCCN4CCN(C)CC4)cnc3c2c1 | -10.8 | i | -2.8 | -2.3 | -2.9 | -2.0 | i | -0.5 | 1.0 | 0.8

The last two entries of the part above come first, to join the parts:
SMILES | Scp1 inh | Rpn11 inh | NadD block | STEP inh | Rin1 Abl inh | SUMO1-SIM PPI | Neddyl block | DNMT1 block | LMPTP inh | CSN inh
O=C(CNC(=O)c1ccc(Cl)cc1)c1ccccc1 | -10.8 | i | -0.7 | -0.1 | 0.0 | -0.3 | i | -0.2 | -0.4 | 0.1
Cc1ccc2[nH]c3c(=O)n(CCCN4CCN(C)CC4)cnc3c2c1 | -10.8 | i | -2.8 | -2.3 | -2.9 | -2.0 | i | -0.5 | 1.0 | 0.8
COc1ccccc1/C=C/C(=O)NCC(=O)N/N=C/c1ccc(C)o1 | -2.8 | i | -12.0 | -0.2 | 0.8 | -3.3 | i | -0.1 | -0.9 | 1.9
Cc1nc(NC(=O)c2ccco2)sc1-c1csc(Nc2ccc(Cl)cc2)n1 | 3.5 | + | 35.9* | 0.8 | 1.2 | 5.2 | i | -17.1 | 0.0 | 103.9
CC1CCC(NCC(=O)Nc2cccc(S(N)(=O)=O)c2)CC1 (stereo not drawn) | 2.9 | i | -3.4 | 0.3 | -2.0 | 5.3 | i | 1.6 | -1.9 | 2.9
CS(=O)(=O)NCCNC(=O)c1cc(OCC(F)(F)F)ccc1OCC(F)(F)F | -1.7 | i | -1.5 | 2.0 | -3.5 | 6.0 | i | -0.1 | -0.5 | -0.7
CN(C)c1ccc(N=Nc2ccccc2C(=O)OCC(=O)N(C)C2CCCCC2)cc1 | -4.6 | i | 3.1 | 0.5 | -3.3 | -23.5 | i | 3.1 | -0.4 | -5.1
Cc1nc(SCC(=O)CC(=O)OC(C)C)c(C#N)c(C)c1C | -8.0 | i | 7.0 | -4.8 | -1.0 | -6.8 | i | -0.4 | 1.0 | 0.9
CCOc1c(C(=O)CC)cc2c(C)cc(=O)oc2c1C | -17.8 | i | -0.2 | 1.5 | 0.3 | -4.6 | i | 1.8 | -1.7 | -1.1
S=C(NCCc1ccccn1)Nc1ccc(Cl)cc1 | -10.1 | i | -0.4 | 7.1 | -1.7 | 1.5 | i | -0.5 | -1.3 | -11.6
CCc1nc(NC(=O)Cc2csc(C)n2)sc1C(=O)OC | -10.0 | i | -5.1 | -2.5 | 4.3 | 15.6 | i | 0.0 | -1.5 | -4.4
O=C(OCC(=O)N1CCc2ccccc2C1)c1c(F)cccc1Cl | -6.5 | i | -2.9 | 1.8 | 0.0 | -2.4 | i | -1.9 | 0.1 | 0.9

6 records picked at random from the list so far:
SMILES | Scp1 inh | Rpn11 inh | NadD block | STEP inh | Rin1 Abl inh | SUMO1-SIM PPI | Neddyl block | DNMT1 block | LMPTP inh | CSN inh
COc1ccccc1/C=C/C(=O)NCC(=O)N/N=C/c1ccc(C)o1 | -2.8 | i | -12.0 | -0.2 | 0.8 | -3.3 | i | -0.1 | -0.9 | 1.9
CCc1nc(NC(=O)Cc2csc(C)n2)sc1C(=O)OC | -10.0 | i | -5.1 | -2.5 | 4.3 | 15.6 | i | 0.0 | -1.5 | -4.4
CC1CCC(NCC(=O)Nc2cccc(S(N)(=O)=O)c2)CC1 (stereo not drawn) | 2.9 | i | -3.4 | 0.3 | -2.0 | 5.3 | i | 1.6 | -1.9 | 2.9
Cc1nc(SCC(=O)CC(=O)OC(C)C)c(C#N)c(C)c1C | -8.0 | i | 7.0 | -4.8 | -1.0 | -6.8 | i | -0.4 | 1.0 | 0.9
CN(C)c1ccc(N=Nc2ccccc2C(=O)OCC(=O)N(C)C2CCCCC2)cc1 | -4.6 | i | 3.1 | 0.5 | -3.3 | -23.5 | i | 3.1 | -0.4 | -5.1
O=C(OCC(=O)N1CCc2ccccc2C1)c1c(F)cccc1Cl | -6.5 | i | -2.9 | 1.8 | 0.0 | -2.4 | i | -1.9 | 0.1 | 0.9

The list goes on:
SMILES | Scp1 inh | Rpn11 inh | NadD block | STEP inh | Rin1 Abl inh | SUMO1-SIM PPI | Neddyl block | DNMT1 block | LMPTP inh | CSN inh
CCN(CC)CCN(C(=O)c1ccc([N+](=O)[O-])cc1)c1nc2c(OC)cccc2s1 | -1.8 | i | -1.0 | -0.5 | -2.5 | -23.4 | i | -1.0 | -1.2 | -3.2
Cc1cccc(N2CC(C(=O)Nc3nnc(SCC(=O)Nc4nccs4)s3)CC2=O)c1 (stereo not drawn) | 2.4 | i | 62.3* | 1.6 | 0.2 | 2.4 | i | 53.2* | 1.6 | 6.2
CCn1cc(/C=N/O)c(C)n1 | -9.2 | i | -8.0 | 2.1 | 1.7 | 0.6 | i | 1.4 | -0.1 | 6.4
O=C(Nc1ccncc1)Nc1cccc(F)c1 | -2.2 | i | 0.0 | -0.3 | 3.0 | -2.8 | i | 2.0 | 5.1 | -0.5
CNc1nc(-c2ccccc2)[n+](-c2ccc(C)cc2)s1 | 82.9* | i | 7.5 | -3.1 | 0.3 | 0.5 | i | 4.1 | -0.7 | 1.6
N#Cc1c(/N=C\c2ccc(O)c([N+](=O)[O-])c2)sc2c1CCCC2 | -0.9 | i | 7.8 | -0.4 | 0.1 | -6.3 | i | -2.3 | -1.2 | 5.3
COc1ccc(-c2nc(CCl)cs2)cc1 | -3.0 | i | 0.4 | -0.4 | 0.5 | -1.9 | i | 0.7 | 0.3 | 9.9
CN(C)C=NC(=O)c1cc(C(=O)c2ccc(Cl)cc2)c[nH]1 | 9.3 | i | -8.6 | 0.7 | 1.4 | 1.8 | i | -0.4 | 1.3 | 4.0
CCCCC(=O)Nc1ccc(NC(=O)c2cnccn2)cn1 | -7.7 | i | -7.7 | 1.6 | -2.7 | -2.7 | i | -4.1 | 0.3 | -4.2
Cn1c(CN2CCN(C(=O)c3ccccc3)CC2)nc2cc([N+](=O)[O-])ccc21 | 0.3 | i | 4.4 | -0.5 | -2.3 | -13.0 | i | -8.2 | -0.4 | -3.5
CCOC(=O)c1sc2nc(CC(=O)OC)nc(NCc3ccc(F)cc3)c2c1C | -1.7 | i | -3.3 | 1.2 | 1.9 | 4.2 | i | -5.3 | 3.0 | -3.1
CC(C)c1nnc(NC(=O)Cc2ccccc2[N+](=O)[O-])s1 | -2.3 | i | -5.2 | -0.4 | -0.6 | -8.5 | i | 0.0 | -0.9 | -2.6
O=C(Cc1ccc(Br)cc1)Nc1ccc2[nH]ncc2c1 | 0.3 | i | -6.3 | -3.5 | -3.4 | -1.1 | i | 0.6 | -1.9 | 0.1
CN(/N=C/c1ccc([N+](=O)[O-])o1)c1ccccc1 | -5.0 | i | -5.7 | -0.3 | -8.6 | -3.8 | i | 0.7 | 6.6 | 1.2
Cc1ccc(-n2nc3c(N4CCC(C(=O)NCCc5ccccc5C)CC4)nnc(C)c3c2C)cc1 | 19.5 | i | 4.5 | 3.4 | 3.0 | -28.6 | i | -2.8 | 17.8 | 13.1
O=S(=O)(Nc1ccc(Cc2ccncc2)cc1)c1cccs1 | -1.0 | i | 4.4 | -0.3 | 0.3 | 0.9 | i | 1.8 | 1.2 | 0.4
O=C(c1ccccc1F)N1CCN(c2cnn(-c3cccc(Cl)c3)c(=O)c2Cl)CC1 | -1.3 | i | 5.3 | -0.2 | -1.5 | -6.0 | i | 3.4 | 0.9 | 2.4
CCn1ncc(/C=N\NC(=O)c2csc3ccccc23)c1C | -2.6 | i | 6.2 | 0.1 | 1.6 | 3.1 | i | -1.8 | 1.4 | 5.0
Cc1ccc(S(=O)(=O)N2CCN(C(=O)COC(=O)Cc3cccc(C(F)(F)F)c3)CC2)c(C)c1 | -9.5 | i | -3.8 | 0.2 | 1.1 | 2.6 | i | 0.9 | 4.3 | 4.8
COc1ccccc1C(=O)NC(=O)CSc1nncn1C | -6.8 | i | 2.2 | -3.2 | -1.5 | 3.1 | i | 0.9 | -1.8 | -3.1
CC1CCN(S(=O)(=O)c2ccc(Cl)s2)CC1 | -6.8 | i | -4.7 | 3.1 | 5.3 | 1.4 | i | 0.4 | 0.7 | 0.0
CCc1ccc(NC(=O)COC(=O)/C=C/c2ccco2)cc1 | 67.4* | i | -4.6 | 17.5 | 4.3 | -6.7 | i | 50.1* | 4.8 | 6.9
Cc1c(C(=O)NCc2cccc(C(F)(F)F)c2)sc(=O)n1Cc1cccc(F)c1 | . | i | -4.4 | 1.5 | 1.7 | 1.1 | i | -6.4 | 3.9 | -6.3
CC(C)(C)OC(=O)N1CCC(C(=O)O)CC1 | -6.1 | i | -3.2 | 0.2 | 3.7 | 0.5 | i | -1.0 | -1.1 | -0.6
CC(Sc1nc(N)cc(=O)[nH]1)C(=O)Nc1nc2c(s1)CCCC2 (stereo not drawn) | -0.8 | i | 3.4 | 0.4 | 0.5 | 4.2 | i | -0.2 | 5.7 | 3.3

From PubChem BioAssay

Hits appear at their usual frequency (roughly 3.8% active in at least one column).
